Screening data from PubChem.
Giardia FBPA inh = Giardia lamblia aldolase inhibition; A8B2U2; Potency, µM (doses to about 59.6 µM), for inactives: at the highest dose activity, negative = inhibition, usual class: inhibitors; purified Giardia FBPA; AID 2451; 0.71% of 290,000 active; note: potency is the fitted concentration of half-maximal effect; % is set by controls: 0 for no effect and ±100 for the full control effect; nearly all actives have a fitted effect of over 55% in size
Target sequence (A8B2U2 whole entry, looked up): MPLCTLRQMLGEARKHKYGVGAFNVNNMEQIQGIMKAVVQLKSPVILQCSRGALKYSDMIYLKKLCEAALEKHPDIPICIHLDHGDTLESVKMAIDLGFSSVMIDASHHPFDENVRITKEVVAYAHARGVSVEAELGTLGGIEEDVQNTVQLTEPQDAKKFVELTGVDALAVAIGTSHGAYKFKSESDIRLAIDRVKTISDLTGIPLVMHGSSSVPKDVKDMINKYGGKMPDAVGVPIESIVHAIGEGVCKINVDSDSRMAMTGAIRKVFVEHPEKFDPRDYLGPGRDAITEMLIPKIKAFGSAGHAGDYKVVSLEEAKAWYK
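40 nM FBPA preincubated 10 min at RT with compound (up to 57.5 uM final), then substrate plus GAPDH/TPI/NAD/arsenate coupling and diaphorase/resazurin added. Fluorescence read after 20 min at RT, 525/598 nm.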
HCMV inh = human cytomegalovirus inhibition; HFF cells, HCMV-luciferase reporter, 72 h; stronger effect = lower value; activity change, negative = inhibition, % at 57.5 µM; 4.5% of 410,000 active; AID 1259415; in the data active = activity change below about -60%; inconclusive = no clear call, values can overlap the other calls; inactive = above about -39%; note: % is set by controls: 0 for no effect and ±100 for the full control effect
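Cell-based, HFFs, 1000 cells/well, 16 h 37C; cpds in DMSO + HCMV-luc, MOI 1 PFU/cell; 72 h 37C; OneGlo luminescence after 5 min RT; norm. to buffer vs Salinomycin 10uM.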
Shiga inhibitor = blocks Shiga toxin action in Vero cells. AID 2315. inhibition, % at 38.7 µM. 9.2% of 290,000 active. Vero cells, Shiga toxin protein synthesis inhibition reporter; in the data active = inhibition mostly above about 28%, no sharp cut-off; inactive = mostly below about 43%; note: 0% is about no effect
AMA1 RON2 block = AMA1-RON2 (P. falciparum) interaction inhibition. AlphaScreen AMA1-biotinylated RON2 peptide binding. Potency, µM (titrated, usually from 58.2 µM), for inactives: at the top dose activity change, negative = inhibition, actives largely listed as inhibitors. 0.2% of 360,000 active;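 note: potency is the fitted concentration of half-maximal effect; 0% = vehicle wells and -100% = peptide control; nearly all actives have a fitted effect of over 45% in size; some results filed as inactive show a strong effect at the top dose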
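AMA1 (3D7) with his tag at 25 nM final met compounds first, then biotinylated RON2 peptide at 25 nM; detection used donor plus acceptor beads, 10 µg/mL apiece, read by AlphaScreen after 30 min at room temperature.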
CHX counter = counter-screen for Shiga toxin inhibitors: cycloheximide protein synthesis inhibition | cell reporter, cycloheximide protein synthesis inhibition counterscreen | 12% of 300,000 active | max response, % | AID 2314; in the data active = max response mostly above about 13%, no sharp cut-off; inactive = mostly below about 14%; note: read at 38.3 µM for the half of the compounds with a filed dose; 0% is about no effect
AmpC inh detg = inhibitors of E. coli AmpC beta-lactamase with detergent; P00811; AmpC hydrolysis of nitrocefin, absorbance 480 nm, 0.01% Triton; Potency, µM (highest dose often 114 µM), for the others: top-dose activity change, negative = inhibition, usual class: inhibitors; 0.041% of 370,000 active;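 note: potency is the fitted concentration of half-maximal effect; 0% = no-compound wells and -100% = no-enzyme wells; nearly all actives have a fitted effect of over 25% in size; some results filed as inactive show a strong effect at the top dose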
Target sequence (P00811 whole entry, looked up): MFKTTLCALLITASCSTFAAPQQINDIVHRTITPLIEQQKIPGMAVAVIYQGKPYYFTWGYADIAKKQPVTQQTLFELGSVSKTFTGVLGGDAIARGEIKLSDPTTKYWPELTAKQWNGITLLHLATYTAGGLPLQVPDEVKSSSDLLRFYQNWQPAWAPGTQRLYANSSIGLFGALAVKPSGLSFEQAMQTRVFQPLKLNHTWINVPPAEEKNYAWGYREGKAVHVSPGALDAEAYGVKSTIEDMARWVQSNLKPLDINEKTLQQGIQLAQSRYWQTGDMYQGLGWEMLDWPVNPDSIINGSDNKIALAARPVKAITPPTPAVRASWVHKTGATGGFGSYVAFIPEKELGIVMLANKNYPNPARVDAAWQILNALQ
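20 mM phosphate pH 7.0 + 0.01% (detergent screen) or 0.0001% Triton X-100; 5.3 nM AmpC reagent; cpd preinc 15 min RT; nitrocefin (800 uM stock) to start; A480 q20 s × 4 min; Activity was normalised to no-enzyme and no-compound control wells.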
AmpC inh no detg = blocks E. coli AmpC beta-lactamase in detergent-free assay. AmpC nitrocefin hydrolysis, absorbance 480 nm, 0.0001% Triton. AID 485341. 0.52% of 330,000 active. P00811. Potency, µM (highest dose often 57.1 µM), for inactives: top-dose activity change, negative = inhibition, most hits filed as inhibitors;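 note: potency is the fitted concentration of half-maximal effect; plate controls were no compound for no effect and no enzyme for full effect; nearly all actives have a fitted effect of over 20% in size; some results filed as inactive show a strong effect at the top dose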
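AmpC (5.3 nM in the dispensed reagent) in 20 mM phosphate pH 7.0 with 0.01% (detergent screen) or 0.0001% Triton X-100 was preincubated with compounds for 15 min at room temperature. Nitrocefin was then added from an 800 uM solution, and hydrolysis was followed at 480 nm.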
An asterisk follows results filed as active; ? = inconclusive; nt = not tested or not shown; & = joins results of further samples; [ ] = another dose, or the depositor's remark. Unless noted, calls come from the whole dose curve; as a rule, active = well fitted curve in the direction sought with a large enough effect; inconclusive = small, poorly fitted or top-dose-only effect, or another doubt; inactive = no such curve, though single readings can be large; an effect the other way counts as inactive or inconclusive. Compounds as they come. About 16% of those tested had a hit in this group.

nr	structure	Giardia FBPA inh	CHX counter	AMA1 RON2 block	AmpC inh no detg	Shiga inhibitor	AmpC inh detg	HCMV inh
1	CCC(=O)N(CC(=O)Nc1sc(C)c(C)c1C(N)=O)Cc1ccc(F)cc1	6%	-1	-6%	1%	-1	2%	0
2	CCCCN(C(=O)Cc1ccc(S(=O)(=O)N2CCOCC2)s1)c1c(N)n(CC(C)C)c(=O)[nH]c1=O	nt	nt	-9%	17%	nt	0%	-13
3	CCOc1ccc(Br)cc1S(=O)(=O)Nc1ccc(C(=O)OC(C)C(=O)N(C)c2ccccc2)cc1 (stereo unspecified)	-1%	1	2%	59%	-1	-6%	?
4	O=c1[nH]c2ccccc2n1Cc1ccccc1	2%	-4	-5%	-17%	-10	-8%	-34
5	O=C(CS(=O)(=O)c1ccccc1)Nc1nccs1	-6%	-1	58%[activator]	-31%	-3	1%	5
6	O=C(NCc1ccccn1)c1cccc(NS(=O)(=O)c2ccc(Br)cc2)c1	nt	nt	91%[activator]	-14%	nt	3%	-27
7	COc1ccc(NC(=S)N2CCC(NC(=O)c3cccc(F)c3)CC2)cc1	-15%	-6	-19%	-20%	-12	-12%	-21
8	CCCN(CCC)CCCNC(=O)CC(C(=O)N1CCc2ccccc21)n1ccnc1 (stereo unspecified)	3%	1	4%	-19%	18	2%	-7
9	Cc1cccc(C)c1NC(=O)CN(C)CC(=O)Nc1ccc(C#N)c(Cl)c1	3%	1	71%[activator]	23%	-2	?	?
10	Cc1ccc(S(=O)(=O)N2CN(CC3CCCO3)c3nc4ccccc4nc32)cc1 (stereo unspecified)	nt	12	0%	68%[activator]	15	9%	30
11	COc1cc2c(cc1OC)CN(C(=O)c1cc(S(=O)(=O)N3CCOCC3)ccc1C)CC2	nt	nt	-16%	58%	nt	0%	-15
12	O=C(NCc1ccco1)C(=O)NCC1OCCN1S(=O)(=O)c1ccc(F)cc1 (stereo unspecified)	4%	-2	8%	-7%	-10	-15%	-18
13	O=C(/C=C/c1ccccc1)OCN1C(=O)c2ccccc2C1=O	3%	-7	5%	-17%	3	0%	0
14	CCOc1ccc(C2c3[nH]c4ccccc4c3CCN2C(=O)Cn2cncn2)cc1 (stereo unspecified)	-1%	-3	-21%	157%[activator]	-15	-3%	-35
15	N#Cc1ccc(OC(=O)Cc2ccsc2)cc1	nt	-1	5%	3%	-2	-7%	-10
16	CCCn1c(C)cc(C(=O)CSc2nnc3n(CCC)c(=O)c4ccccc4n23)c1C	6%	-1	nt	-35%	-6	-3%	nt
17	COc1cc(NC(=O)Nc2cccc(Cl)c2)c(OC)cc1NC(=O)CN1CCCCC1	-14%	-3	-15%	-3%	-6	-7%	-18
18	COC(=O)c1sccc1NC(=S)N1CCCC(C)C1 (stereo unspecified)	9%	-3	-5%	-22%	26	-5%	2
19	Cc1cc(C)n2nc(C(=O)OCC(=O)c3cc(C)n(C)c3C)nc2n1	-9%	-3	12%	-29%	2	?	-26
20	O=C(NC1CC2CCCC(C1)N2C(=O)Nc1ccccc1)C1CC1 (stereo unspecified)	5%	-5	-3%	-18%	-6	3%	-22
21	COC(=O)C1=C(C)NC(C)=C(C(=O)OC)C1C(=O)OCc1nc2cc(C(=O)OC)ccc2c(=O)[nH]1	nt	nt	-1%	0%	nt	-15%	33
22	COCCOC(=O)C1=C(C)N=C2SCCC(=O)N2C1c1ccc(OC(=O)c2ccco2)cc1 (stereo unspecified)	3%	-3	-7%	30%	-12	-15%	29
23	CCc1ccccc1N1CCN(S(=O)(=O)c2cc(OC)ccc2OC)CC1	2%	-1	-2%	-11%	-7	-4%	41
24	Cc1cccc(OCc2nnc(-c3ccc(F)cc3)o2)c1	nt	nt	66%[activator]	-26%	nt	-6%	47
25	COc1ccc(CN2CC3CC(C2)c2cccc(=O)n2C3)cc1OC (stereo unspecified)	1%	-3	0%	-1%	-2	-9%	9
26	Nc1ncnc2nc(SCCN3CCCCC3)[nH]c12	0%	-3	12%	10%	-6	-2%	-7
27	O=C(Nn1c(O)c(C=C2N=c3ccccc3=N2)sc1=S)c1ccc(Cl)cc1	?	7	6%	-21%	7	3%	-20
28	CCOc1cc(/C=C2\N=C(C)OC2=O)cc(Br)c1OCCc1ccccc1	1%	10	1%	34%	-3	1%	1
29	O=c1[nH]c(=S)n(C2CC2)c(O)c1C=NCC1CCCO1 (stereo unspecified)	-7%	-1	-2%	-3%	-9	-6%	0
30	CC1=C(C(=O)N(C)CCC#N)C2(CCCCC2)OC1=O	0%	-5	-1%	-9%	-7	?	11
31	Cn1c(O)c(C(=O)c2ccccc2)c(=O)n(C)c1=O	-7%	1	3%	-4%	8	-12%	31
32	CCOc1ccc(C(OC(=O)c2ccco2)C(=O)NCc2ccc(C)cc2)cc1 (stereo unspecified)	0%	-3	6%	-13%	8	?	-74*
33	O=C(CCCc1nc(-c2ccc(Cl)cc2)no1)N1CCOCC1	1%	7	0%	26%	7	-6%	?
34	CCn1c(SCC(=O)N2CCOCC2)nc2c(c1=O)SC(C)C2 (stereo unspecified)	3%	-1	-17%	-9%	-4	?	?
35	COc1ccccc1NC(=O)CSc1nnc(-c2ccccn2)o1	-6%	-2	52%[activator]	-5%	29	?	54
36	O=C(c1cc2n(n1)C(C(F)(F)F)CC(c1ccc(F)cc1)N2)N1CCCC1 (stereo unspecified)	0%	-2	6%	54%	-7	-6%	-11
37	Fc1c(F)c(C(F)(F)F)c(F)c(F)c1N1CCN(c2ccc3nnc(C(F)(F)F)n3n2)CC1	1%	1	13%	2%	17	-14%	-22
38	O=C(CC1C(=O)NCCN1C(=O)Nc1ccc(Cl)cc1)Nc1ccc(F)cc1 (stereo unspecified)	-3%	-3	-1%	53%	-2	-10%	33
39	COC(=O)c1cc(OC)c(OC)c(OC)c1NC(=O)c1ccc(S(=O)(=O)N(C)C)cc1	3%	-2	5%	-14%	-17	?	nt
40	COc1ccc(S(=O)(=O)N(CC(=O)NCC2CCCO2)C2CCCCC2)cc1OC (stereo unspecified)	4%	-3	13%	24%	3	1%	20
41	N=C1C(c2nc3ccccc3s2)=C(O)CN1C1CCC(O)CC1 (stereo unspecified)	-5%	1	12%	-5%	9	11%	0
42	CCCCn1c(SCC(=O)NC2CCCC2)nnc1-c1ccco1	1%	-7	0%	-25%	-3	2%	-9
43	COc1cccc(NC(=O)c2ccc3c(c2)N(C)CCS3)c1	?	33*	-2%	-27%	29*	-17%	-37
44	COc1ccccc1N1C(=O)[C@@H]2C(C(=O)CN3C(=O)c4ccccc4C3=O)=NN[C@@H]2C1=O	6%	0	-2%	4%	24	1%	14
45	O=C(NN=Cc1ccccc1C(=O)O)c1cccc(S(=O)(=O)Nc2cccc(C(F)(F)F)c2)c1	nt	nt	17%	-34%	nt	nt	15
46	C=CCOc1ccc(C2C(C(=O)c3ccco3)=C(O)C(=O)N2CCCN(CC)CC)cc1 (stereo unspecified)	-10%	9.5*	-6%	-21%	31	?	23
47	CCOc1ccc(NC(=O)c2ccc3c(c2)N(Cc2ccc(F)cc2)C(=O)CS3=O)cc1 (stereo unspecified)	-5%	12	2%	?	31	?	-5
48	O=c1nccc(N/N=C/c2ccccc2O)[nH]1	5%	27*	33%[activator]	-17%	31	-5%	-91*
49	CN(C)CCN(C(=O)c1ccc(S(=O)(=O)N(C)c2ccccc2)cc1)c1nc2cc3c(cc2s1)OCO3	nt	18*	0%	8%	28	4%	4
50	COc1cc(-c2n[nH]c(=S)n2-c2ccccc2C(F)(F)F)cc(OC)c1OC	-5%	-2	59%[activator]	-3%	-4	9%	45
51	O=C(NCCCN1CCOCC1)c1ccco1	-1%	2	16%	-16%	1	-5%	16
52	CCCC(=O)Nc1ccccc1NC(=O)c1ccc(OC(C)=O)cc1	3%	-3	-4%	-13%	10	0%	0
53	CCc1ccc(C(=O)C23CN4CN(CN(C4)C2)C3)cc1	5%	7	3%	-6%	-1	-9%	-28
54	COc1cccc(C(=O)Nc2cc3c(cc2Cl)OCCCO3)c1	-5%	76*	0%	-28%	84*	-12%	48
55	COc1cc(C(=O)NNC(=S)NC(=O)/C=C/c2ccccc2)cc(OC)c1OC	21%	7	56%[activator]	-26%	9	9%	-39
56	Cc1ccc(-c2ccc(/C=N/NC(N)=S)o2)cc1	-28%	28*	53%[activator]	-49%	58*	1%	99
57	COc1cccc(COC(=O)C2CC(=O)N(Cc3ccc(C)cc3)C2)c1OC (stereo unspecified)	nt	nt	9%	75%[activator]	nt	-20%	2
58	COc1cc(/C=C2/C(=N)N3C=CSC3=NC2=O)ccc1OCCCOc1ccccc1C	nt	10	95%[activator]	-14%	54*	-14%	2
59	COC(=O)Cc1ccc(NC(=S)N2CCC(Cc3ccccc3)CC2)cc1	1%	2	-7%	-1%	6	-7%	44
60	NCCCCc1cn(CC(=O)N2CCNCC2)nn1	-2%	-2	1%	-13%	-17	7%	-8

Following part.
nr	structure	Giardia FBPA inh	CHX counter	AMA1 RON2 block	AmpC inh no detg	Shiga inhibitor	AmpC inh detg	HCMV inh
61	Cc1c(C(=O)N(C)c2ccccc2)oc2c1C(O)CC(C)(C)C2 (stereo unspecified)	nt	-5	-4%	44%	-1	0%	?
62	O=C(COC(=O)C1CC2C=CC1C2)Nc1ccccc1[N+](=O)[O-] (stereo unspecified)	nt	nt	-20%	-22%	nt	nt	1
63	Cc1cccc(OCCCn2ccnc2)c1	2%	4	-20%	-15%	-13	0%	-16
64	CCOC(=O)C1(Cc2cccc(F)c2)CCN(Cc2cnn(CC)c2)CC1	2%	-2	-9%	-5%	5	7%	31
65	CCN(CC)CCCNC1=C(Cl)C(=O)c2ccccc2C1=O	18%	2	-14%	-12%	30	6%	-94*
66	Cc1cccc(C(=O)N[C@H](C(=O)Nc2ncc(C)s2)C(C)C)c1	-5%	12	-6%	-54%	27	4%	-107*
67	Cc1cc(C)c2cc(CNC3CCCC3)c(Cl)nc2c1	20%	6	23%	-17%	16	-7%	-11
68	Cc1cccc(NC(=O)COC(=O)c2ccc(C)c(S(=O)(=O)N3CCCCC3)c2)c1	nt	nt	1%	-50%	nt	-5%	-8
69	CCN1CCN(Cc2ccc(C)cc2C)CC1	-2%	-4	6%	-3%	36	?	8
70	NC(=O)C1CCCN(Cc2ccc3ccccc3c2)C1 (stereo unspecified)	-11%	1	4%	8%	-16	?	-9
71	O=C(COc1ccccc1)NNC(=O)c1cc2ccccc2oc1=O	-4%	12	102%[activator]	-8%	18	?	?
72	Cc1ccc(N(C)C(=O)CCS(=O)(=O)c2cc3c(cc2Cl)NC(=O)CO3)cc1	1%	-3	8%	-1%	1	-7%&22%	4&-1
